BRCA1 expr up: BRCA1 expression activation; actives 1.1% (n = 380,000); MCF7-BRCA1-FFLuc reporter, luminescence, 48 h; response scale: scaled: vehicle 0%, 10 µM genistein 100%; Potency, µM (highest dose often 46.1 µM), for inactives: at the top dose activation, hits mostly activators; active = well fitted activation curve with a large enough effect; inconclusive = small, poorly fitted or top-dose-only effect; inactive = no such curve, though single readings can be large or run the other way; note: nearly all actives have a fitted effect of over 80% in size; some results filed as inactive show a strong effect at the top dose
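Reporter cells (MCF7, BRCA1 promoter-firefly luciferase) received library compounds across a concentration series for 48 h. End-point luminescence was measured and concentration-effect curves derived after normalization.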
uPA surface inh: cell surface uPA generation inhibition | cell surface uPA generation assay, qHTS | Potency, µM (top dose mostly 38.3 µM), for the others: at the top dose activity change, negative = inhibition, actives largely listed as inhibitors | actives 0.31% (n = 330,000) | AID 540303; active = well fitted inhibition curve with a large enough effect; inconclusive = small, poorly fitted or top-dose-only effect; inactive = no such curve, though single readings can be large or run the other way; tested in mouse RAW 264.7 cells; note: % is set by controls: 0 for no effect and ±100 for the full control effect; nearly all actives have a fitted effect of over 55% in size
Numbers without * were called inactive; ? = inconclusive. Potency is the fitted concentration of half-maximal effect. These rows are one share of the data. The share of hits here may be higher or lower than overall.

SMILES	BRCA1 expr up	uPA surface inh
CC(=O)NC(Cc1c[nH]c2ccccc12)C(=O)OCC(=O)N1CCN(S(=O)(=O)c2ccc(Cl)cc2)CC1 (stereo not drawn)	12.2%	-18.7%
N#C/C(=C/c1ccc(-c2ccc([N+](=O)[O-])cc2)o1)c1nnc(N2CCOCC2)n1-c1ccccc1	-11.8%	7.3%
O=C(NNC(=O)C1CC=CCC1)c1cccc(Br)c1 (stereo not drawn)	1.9%	4.2%
O=C1NC(=O)C(Cc2ccc(Cl)cc2)(c2ccccc2)N1 (stereo not drawn)	-19.9%	-2.7%
Cc1cc(C)nc(SCCN2CCCCC2)n1	3.2%	1.7%
Cc1ccc(N2C(=O)c3oc4ccccc4c(=O)c3C2c2cccc(O)c2)nc1 (stereo not drawn)	7.0%	3.2%
CC(=O)N1CCN(C(=O)c2cc3c(s2)CCCC3)CC1	21.2%	3.8%
Cc1nn(-c2ccccc2)c(C)c1NC(=O)COC(=O)c1ccc(NC(=O)CC#N)cc1	14.9%	4.5%
O=C1OC(CN(Cc2ccccc2)Cc2ccccc2)CN1N=Cc1ccc([N+](=O)[O-])o1 (stereo not drawn)	-38.4%	6.2%
Nc1ccc2c(c1)Cc1cc(N)c(Br)cc1-2	?	-10.9%
Cc1ccc(Cn2c(C3CCCN3c3nc(-c4ccc(F)cc4)cs3)nc3cc(C(=O)NCCCO)ccc32)cc1 (stereo not drawn)	0.0%	-1.8%
Cc1ccc(O)c(CN(C)Cc2cc(C)ccc2O)c1	46.9%	-0.7%
O=C(NN=Cc1ccccc1)C(Oc1ccccc1)c1ccccc1 (stereo not drawn)	-30.4%	-3.9%
O=C1NC(=O)/C(=C\c2ccc(Cl)cc2Cl)N1	20.1%	-12.7%
C=C1CCN([C@@H](CC(C)C)C(=O)O)S(=O)(=O)c2ccccc21	0.0%	0.7%
O=c1[nH]c(=O)n(CCCc2ccccc2)cc1-c1ccccc1	-15.9%	-3.9%
O=C(O)c1ccc2ccc3ccccc3c2c1	-7.0%	4.4%
NC(=O)C1(Nc2ccc(Cl)cc2)CCCC1	-4.2%	-3.6%
CCOC(=O)C1CCCN(C(=O)C2CCN(S(=O)(=O)c3ccc(Cl)c(C(F)(F)F)c3)CC2)C1 (stereo not drawn)	-31.8%	-2.0%
CCOC(=O)C[C@H]1c2cc(F)ccc2S(=O)(=O)N1C1CCCC1	-0.3%	-12.3%
CCOc1ccccc1C=NNC(=O)C(=O)NN=Cc1ccccc1OCC	-26.5%	5.8%
O=C(Nc1ccccc1Cl)c1ccc(C(=O)Nc2ccccc2Cl)cc1	-22.8%	5.9%
O=C(O)C1=C[C@H](c2ccc(C(F)(F)F)cc2)C[C@H](OCCCCO)O1	4.3%	7.5%
Cc1cn(CC(=O)N[C@H](CO)Cc2c[nH]c3ccccc23)c(=O)[nH]c1=O	5.8%	11.9%
CC(=O)c1ccc2c(c1)CC1(C2)Cc2cc3c(cc2C1)C(=O)CC3 (stereo not drawn)	-79.0%	-8.2%
CC12CCC(=O)C=C1CCC1C2C(O)CC2(C)C1CCC2(O)C(=O)COC(=O)COCC(=O)O (stereo not drawn)	-20.3%	-2.4%
c1ccc(CCNCc2ccco2)nc1	0.5%	0.1%
COc1ccc(NC(=O)[C@@H]2CC=C[C@@H]3CCN(Cc4ccccc4)C(=O)[C@@H]32)cc1	0.0%	8.3%
CC(C)C[C@@H](CN1CCCC1CN1C(=S)NC[C@@H]1Cc1ccc(O)cc1)N1C[C@H](Cc2ccccc2)N(CCc2ccccc2)C1=S (stereo partly drawn)	-26.7%	-3.3%
O=C(O)c1cc2ccccc2cn1	11.0%	2.1%

Molecules listed so far that contain a COOH group, in the order listed:
SMILES	BRCA1 expr up	uPA surface inh
C=C1CCN([C@@H](CC(C)C)C(=O)O)S(=O)(=O)c2ccccc21	0.0%	0.7%
O=C(O)c1ccc2ccc3ccccc3c2c1	-7.0%	4.4%
O=C(O)C1=C[C@H](c2ccc(C(F)(F)F)cc2)C[C@H](OCCCCO)O1	4.3%	7.5%
CC12CCC(=O)C=C1CCC1C2C(O)CC2(C)C1CCC2(O)C(=O)COC(=O)COCC(=O)O (stereo not drawn)	-20.3%	-2.4%
O=C(O)c1cc2ccccc2cn1	11.0%	2.1%

The list goes on:
SMILES	BRCA1 expr up	uPA surface inh
O=C1ON(Cc2ccccc2)C(c2ccccc2)N1c1ccccc1 (stereo not drawn)	-11.2%	2.8%
Cn1c(=O)n(Cc2ccccc2)c(=O)c2c1nc1n2CCCN1C1CCCCC1	12.6%	-5.4%
CCOC(=O)C(=O)Cc1cccnn1	-3.4%	1.6%
Clc1cc(/C=N\NC2=NCCN2)cc(Cl)n1	-30.3%	-4.8%
CCOC(=O)C1=C(C)N(CCCC(=O)O)C(=O)NC1c1ccccc1OS(=O)(=O)c1ccccc1[N+](=O)[O-] (stereo not drawn)	-2.7%	-2.9%
CCN(CC)S(=O)(=O)c1ccc(N2CCOCC2)c(NC(=O)c2cccc3c(=O)c(C)c(-c4ccccc4)oc23)c1	-53.4%	4.47µM*
O=CN1CCN(C=O)C(O)C1O (stereo not drawn)	-12.2%	13.6%
CCCCNC(=O)c1onc(CSc2ccccn2)c1C(=O)NCCCC	-26.3%	13.3%
CCOc1ccccc1C(=O)NC(C(=O)N(C)c1c(N)n(Cc2ccccc2)c(=O)[nH]c1=O)C(C)C (stereo not drawn)	-0.2%	3.6%
CC(C)(C)c1ccc(C2=CC(c3ccccc3F)n3ncnc3N2)cc1 (stereo not drawn)	72.2%	-16.9%

No new results follow: an excerpt of the list.
SMILES	BRCA1 expr up	uPA surface inh
O=CN1CCN(C=O)C(O)C1O (stereo not drawn)	-12.2%	13.6%
CCCCNC(=O)c1onc(CSc2ccccn2)c1C(=O)NCCCC	-26.3%	13.3%
CCOc1ccccc1C(=O)NC(C(=O)N(C)c1c(N)n(Cc2ccccc2)c(=O)[nH]c1=O)C(C)C (stereo not drawn)	-0.2%	3.6%
CC(C)(C)c1ccc(C2=CC(c3ccccc3F)n3ncnc3N2)cc1 (stereo not drawn)	72.2%	-16.9%

Next part:
SMILES	BRCA1 expr up	uPA surface inh
Cc1ccc(NC(=O)C2CCN(S(=O)(=O)c3ccc(C(C)(C)C)cc3)CC2)cc1S(=O)(=O)N1CCOCC1	-11.3%	10.3%
COc1ccccc1NC(=O)CN1CCN(c2ccc(F)cc2)CC1	-6.1%	-8.2%
CC(C)(C)OC(=O)N1CCC(C(=O)Nc2cccc(C(=O)N3CCCC3)c2)CC1	5.3%	5.0%
CCC(C)c1ccc(NC(=O)C2CC3CCC2C3)cc1 (stereo not drawn)	7.08µM*	-3.0%
OCC1OC(n2cnc3c(=S)nc[nH]c32)CC1O (stereo not drawn)	-30.8%	5.4%
c1ccc2sc(N3CCCCC3)nc2c1	4.47µM*	-5.6%
O=C1Nc2ccccc2C1=NN1CCCCCC1	-16.8%	-0.5%
O=[N+]([O-])c1ccc(COc2ccccc2CN2CCCCC2)cc1	16.6%	0.9%
O=C1[C@H]2[C@H](C=CC[C@H]2C(=O)N2CCOCC2)CCN1Cc1ccc(Cl)c(Cl)c1	4.6%	-1.7%
COc1ccc(CNC(=O)c2ccc(N3CCC4(CC3)CC(c3ccc(Cl)cc3)=NO4)c([N+](=O)[O-])c2)cc1	0.0%	-7.2%

Taken from above.
OCC1OC(n2cnc3c(=S)nc[nH]c32)CC1O (stereo not drawn) in BRCA1 expr up is listed with -30.8%
Cc1ccc(NC(=O)C2CCN(S(=O)(=O)c3ccc(C(C)(C)C)cc3)CC2)cc1S(=O)(=O)N1CCOCC1 in BRCA1 expr up is listed with -11.3%
c1ccc2sc(N3CCCCC3)nc2c1 in uPA surface inh is listed with -5.6%
O=C1Nc2ccccc2C1=NN1CCCCCC1 in BRCA1 expr up is listed with -16.8%
COc1ccc(CNC(=O)c2ccc(N3CCC4(CC3)CC(c3ccc(Cl)cc3)=NO4)c([N+](=O)[O-])c2)cc1 in uPA surface inh is listed with -7.2%
O=C1[C@H]2[C@H](C=CC[C@H]2C(=O)N2CCOCC2)CCN1Cc1ccc(Cl)c(Cl)c1 in BRCA1 expr up is listed with 4.6%
CC(C)(C)OC(=O)N1CCC(C(=O)Nc2cccc(C(=O)N3CCCC3)c2)CC1 in BRCA1 expr up is listed with 5.3%

The list goes on:
SMILES	BRCA1 expr up	uPA surface inh
O=C(CC(=O)Nc1ccccc1)Nc1ccccc1	0.0%	2.0%
O=C1C[C@@H]2c3c(cccc3CN1Cc1ccc(Br)cc1)C[C@@H](O)[C@H]2O	0.0%	1.9%
CN(C)Cc1ccccc1Sc1ccc2c(c1)CCCC2	-15.3%	0.4%
O=[N+]([O-])c1cccc(C=NN2CCCCCC2)c1	12.6µM*	0.5%
NCCN1CCN(CC(=O)N2c3ccccc3C(=O)Nc3cccnc32)CC1	-1.5%	-7.1%
Cc1ccc(S(=O)(=O)CS(=O)(=O)c2ccc(C)cc2)cc1	-5.7%	8.8%
COc1cc2c(cc1OC(C)=O)CCCCC2=O	3.1%	12.1%
CN(C)C(CNC(=O)c1cc(S(=O)(=O)N2CCOCC2)ccc1Cl)c1cccs1 (stereo not drawn)	14.3%	-9.8%
Oc1ccc(Nc2ccc3ccccc3c2)cc1	?	-8.2%
CC(C)(C)c1csc(NC(=O)c2cccnc2Cl)n1	64.2%	-6.6%
Cc1cccn2c(=O)c3cc(C(=O)N4COCC4(C)C)n(Cc4ccccc4)c3nc12	-12.1%	-0.5%
C/C=C(\C)C(=O)NCCN1C2=NC[C@H](Cc3ccccc3)N2C[C@@H]1Cc1ccc(OC)cc1	-28.7%	4.0%
O=C1CCCc2cc3c(cc21)CCCC3	-1.9%	2.7%
OCCCn1c(C2CCCN2c2nc(-c3ccc(Cl)cc3)cs2)nc2cc(C(F)(F)F)ccc21 (stereo not drawn)	-44.9%	-0.1%
O=C(O)c1ccc([N+](=O)[O-])c2c1C(=O)c1ccccc1C2=O	-20.0%	2.3%
O=c1oc(=O)c2ccccc2c2ccccc12	-10.2%	4.3%
O=C(OC1CO[C@H]2O[C@@H]1[C@H](OC(=O)c1ccccc1)[C@H]2OC(=O)c1ccccc1)c1ccccc1 (stereo partly drawn)	-25.4%	11.2%
COc1cc2c(c(OC)c1OC)-c1ccc(SC)c(=O)cc1C(NC(=O)c1ccccc1)CC2 (stereo not drawn)	?	-13.9%
C=CCCC1CN(CCCC)S(=O)(=O)c2c(F)cccc2O1 (stereo not drawn)	-6.6%	-14.7%
CC(=O)N1CCOc2ccc(S(=O)(=O)NC[C@H]3O[C@@H](n4ccc(=O)[nH]c4=O)[C@H](O)[C@@H]3O)cc21	2.4%	2.0%
O=C1NC(=O)C(CCc2ccccc2)(c2ccccc2)N1 (stereo not drawn)	-12.7%	3.9%
CC1(c2nnc(-c3ccccc3)o2)CC(c2c(Cl)cccc2Cl)=NO1 (stereo not drawn)	-26.1%	-20.6%
C[C@@H]1CN(S(=O)C(C)(C)C)[C@H](CCO)/C1=C\c1ccccc1 (stereo partly drawn)	4.7%	8.9%
CC1(C)Cc2c(C#N)c(SCC(=O)O)nc(N3CCOCC3)c2CO1	0.0%	1.3%
O=C(O)C(CCc1ccccc1)(Cc1ccccc1)C(=O)O	-29.2%	5.7%
C=CCNc1nc(-c2ccc3c(c2)OCCO3)cs1	?	?
Cc1c(NS(=O)(=O)c2cc(C(=O)Nc3ccc(F)cc3Cl)ccc2Cl)c(=O)n(-c2ccccc2)n1C	-27.2%	-3.3%
Cc1cccc(NC(=O)c2ccc(NS(=O)(=O)c3cccc4cccnc34)cc2)c1	-29.9%	-9.8%
O=C(NCCCN1CCCC1=O)Nc1ccc(Cl)cc1	51.8%	9.7%
Nc1nc(Sc2ccc([N+](=O)[O-])c3nonc23)c2[nH]cnc2n1	-92.0%	-10.1%
Cc1cc(NC(=O)c2cccc(Br)c2)no1	0.0%	0.3%
O=C(c1ccc([N+](=O)[O-])cc1)N1CCN(c2ncccn2)CC1	2.9%	1.4%
Cc1ccc(NC(=S)NCc2ccccc2)cc1C	45.1%	10.1%
C/C(=C\C(=O)c1ccc(C)cc1)NCc1ccc(F)cc1	3.2%	3.2%
CN(C)C(=O)c1ccc(-c2nnc(OCc3nc4ccccc4n3C)c3ccccc23)cc1	2.1%	-1.5%
OC(c1ccc2ccccc2n1)c1c(Cl)cccc1Cl (stereo not drawn)	-2.7%	3.6%
O=Nc1c2cc3ccccc3[nH]c-2c2ccccc12	41.4%	-7.9%
CCOC(=O)c1c(NC(=O)CSc2nnc(-c3ccncc3)n2Cc2ccco2)sc(C(C)=O)c1C	7.7%	11.4%
N#C/C(=C\c1ccc(Cl)cc1)C(=O)NC1CC1	-5.7%	3.6%
Cn1cc(C(=O)C(=O)N2CCCCC2)c2ccccc21	0.7%	0.3%
Cc1ccc(C2=NOC(=O)/C2=C\c2ccccc2)cc1	8.4%	13.8%
COC(=O)C1CSC2c3ccccc3C(=O)N12 (stereo not drawn)	0.0%	-1.4%
CC(C)CN1CC(C)C(=O)NC1=S (stereo not drawn)	-13.3%	1.5%
Cc1c(N(C)S(=O)(=O)c2ccc(Cl)c(C(=O)NCC(C)(C)N3CCOCC3)c2)c(=O)n(-c2ccccc2)n1C	-10.1%	-2.7%
S=C(NN=Cc1ccc2c(c1)OCO2)NN=Cc1ccc2c(c1)OCO2	3.2%	0.6%

High-throughput results (PubChem BioAssay)
